TWEAK Fn14 block = blocks TWEAK-Fn14 interaction in a reporter cell assay; TWEAK-stimulated Fn14 reporter cells, luciferase luminescence, 8 h; inhibition, % at 10 µM; 360,000 tested, 2% active; in the data active means inhibition above about 50%
Shn3 3UTR inh = Schnurri-3 reporter inhibition in Clone20 osteoblasts; Clone20 osteoblast Shn3 3'UTR firefly luciferase, 24 h; AID 588674; 360,000 tested, 0.52% active; inhibition, % at 12.5 µM;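 active means mean inhibition of at least 75% with every replicate also reaching 75%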;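 further: 0% = median of neutral control wells and 100% = pilot-screen positive control compound; some compounds past the cut are filed as inactive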
CF NFkB block = blocks PAF-induced NF-kB reporter in cystic fibrosis cells; 360,000 tested, 0.86% active; AID 588850; inhibition, % at 5 µM; KKLEB NF-kB-GFP reporter, GFP fluorescence overnight;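 active means at least 50% inhibition at 5 µM, scaled per plate between neutral and stimulator controls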;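 further: PAF is a Pseudomonas aeruginosa culture filtrate used as stimulus; plate controls were PAF-stimulated DMSO wells for no effect and unstimulated DMSO wells for full effect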
Peg3 promoter = Peg3 promoter activity inhibition; HeLa PEG-Prom luciferase reporter, luminescence, overnight; inhibition, % at 20 µM; 360,000 tested, 1.7% active;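 active means inhibition of at least 50% at 20 µM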
TROY NFkB inh = TROY signaling inhibition | Q293 LMP1-TROYcd NF-kB luciferase reporter, 4 h | inhibition, % at 10 µM | 360,000 tested, 0.98% active | AID 1347056;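 active means compounds whose plate-normalised and pattern-corrected inhibition of the luciferase reporter signal at the single screening dose is 50% or more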
HIF-2a inh = HIF-2a inhibition | inhibition, % at 18.8 µM | 360,000 tested, 0.72% active | AID 624352 | 786-0 RCC cells HIF-2a reporter, luciferase luminescence, overnight;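 active means inhibition of the luminescence signal of 40% or more relative to plate controls, in a single-dose primary screen at 18.75 µM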
KKLEB tox = CF airway cell cytotoxicity counter-screen | KKLEB CF airway cells viability, ATPlite luminescence, overnight; stronger effect = lower value; cells stimulated with P. aeruginosa culture filtrate | activity change (cytotoxicity), % at 5 µM | 360,000 tested, 0.36% active;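 active means corrected activity change at or below -50% at 5 µM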
NR2E3 ag-1 = human photoreceptor-specific nuclear receptor agonism; Q9Y5X4; CHO-S Gal4-NCOR/VP16-NR2E3 two-hybrid, luciferase; inhibition of corepressor binding, % at 3.98 µM; 360,000 tested, 0.35% active; AID 602229;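 active means inhibition above the mean of all tested compounds plus 3 SD, cut at about 70% in these data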;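 further: 0% = DMSO with NR2E3 transfected cells and 100% = cells lacking NR2E3 construct; higher means lower luciferase signal from less NR2E3 corepressor binding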
Target sequence (Q9Y5X4 whole entry, looked up, the tested form may be a part): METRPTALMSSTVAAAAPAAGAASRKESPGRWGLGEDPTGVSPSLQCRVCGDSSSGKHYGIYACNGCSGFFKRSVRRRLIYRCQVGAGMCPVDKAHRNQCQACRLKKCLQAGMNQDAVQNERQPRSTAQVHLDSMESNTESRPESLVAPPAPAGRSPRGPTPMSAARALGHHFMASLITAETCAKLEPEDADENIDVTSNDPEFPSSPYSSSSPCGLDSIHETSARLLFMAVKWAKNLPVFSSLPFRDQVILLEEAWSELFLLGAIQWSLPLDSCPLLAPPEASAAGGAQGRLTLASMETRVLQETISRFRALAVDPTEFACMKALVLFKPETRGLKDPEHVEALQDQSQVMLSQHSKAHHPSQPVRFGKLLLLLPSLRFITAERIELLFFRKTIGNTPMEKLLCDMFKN
MITF TRPM1 inh = inhibitors of MITF-driven TRPM1 promoter in melanoma cells; SK-MEL-5 TRPM1 promoter luciferase, 24 h; inhibition, % at 12.5 µM; 330,000 tested, 0.83% active; AID 488899;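 active means mean inhibition across replicates of 60% or more, whatever share of single replicates reaches that level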; further: values of inactives mirror those of a sister screen read the other way
NR2E3 ag-2 = NR2E3 (human) agonism | AID 2300 | GST-NR2E3/biotin-RetCOR TR-FRET, 1536-well | 320,000 tested, 0.12% active | inhibition of corepressor binding, % at 4.78 µM;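 active means percent inhibition above the cutoff of mean plus 3 SD of all tested compounds, set per screening campaign, cut at about 20% in these data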;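 further: 0% = DMSO wells and 100% = biotin wells as full block of FRET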
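System: GST-tagged NR2E3 plus biotinylated RetCOR corepressor; Buffer or medium: pH 7.5 Tris-based buffer; Probe or stimulus: RetCOR corepressor, biotinylated, 7 nM; Doses: compound at 4.8 µM, single dose; Schedule: 5 h incubation at 4 °C; Technique: time-resolved FRET; Evaluation: percent inhibition of TR-FRET ratio; Replication: one well per compound, singlicate testing.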
TRAIL sens C8 = sensitizes caspase-8 expressing cells to TRAIL; NB7+C8 cells + TRAIL, ATPlite viability luminescence; inhibition (viability loss, TRAIL sensitization), % at 10 µM; 360,000 tested, 1% active; AID 624354;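 active means compounds causing at least 50% loss of cell viability in the single-dose screen, relative to plate controls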
* = called active by the depositor; · = no result given.

cpd	mol	TWEAK Fn14 block	Shn3 3UTR inh	CF NFkB block	Peg3 promoter	TROY NFkB inh	HIF-2a inh	KKLEB tox	NR2E3 ag-1	MITF TRPM1 inh	NR2E3 ag-2	TRAIL sens C8
1	CC(C)C(=O)Nc1ccc(NC(=O)c2cccc3c(Br)cccc23)cc1	7	-2	-9	4	-4	7	1	11	-9	·	-9
2	Cc1sc2nc(COC(=O)CNC(=O)c3ccc(C(C)(C)C)cc3)[nH]c(=O)c2c1C	-38	-10	15	-43	-15	-39	3	-28	-10	-1	1
3	C=C[C@@H]1c2ccccc2N(S(=O)(=O)c2ccc(C)cc2)[C@H](c2ccccc2)C1(C#N)C#N	19	20	7	25	6	1	-9	-3	3	3	8
4	CCn1c(=O)c(C(=O)Nc2ccc(C)cc2)c(O)c2ccccc21	-15	2	-10	-42	-33	-92	1	-12	-21	-5	4
5	Cc1ccc(NC(=O)C2C3CCC(O3)C2C(=O)O)c(Br)c1 (stereo not drawn)	-9	-12	-17	-37	-24	-30	5	-12	7	5	5
6	Cc1ccc(C)c(-n2ccnc2SCC(=O)Nc2cccc(S(=O)(=O)NC3=NCCC3)c2)c1	6	6	-21	3	11	14	15	-8	6	1	-30
7	CC(NC(=O)c1ccccc1NC(=O)CSc1nnnn1C)c1ccccc1 (stereo not drawn)	12	-7	10	4	5	31	-2	11	-2	0	-5
8	O=C(Nc1ccccc1C(F)(F)F)c1cccnc1	-2	-6	12	2	8	3	0	-4	1	1	1
9	COc1ccc(NC(=O)C2Cc3c(-c4ccccc4Oc4ccccc4)ccnc3O2)cc1OC (stereo not drawn)	63*	68	5	29	43	11	12	5	·	·	15
10	COc1ccccc1-c1nn(-c2ccccc2)cc1C(=O)N1CCc2ccccc2C1	-15	2	10	15	12	16	-4	15	·	-1	-1
11	O=C(Nc1cccc(C(F)(F)F)c1)c1cc(-c2cccs2)on1	-12	1	-11	-6	-38	-29	9	-12	-1	-5	-2
12	COc1cc(OC)c2c(c1)O/C(=C\c1ccccc1)C2=O	-44	-87	-18	-287	-77	-358	-2	-124	·	-3	19
13	CCOC(=O)c1[nH]c2ccc(Br)cc2c1NC(=O)CCN1CCN(C(=O)OCC)CC1	33	26	-4	10	7	-26	-1	-24	0	-2	6
14	COc1cc(/C=C2\SC(=O)N(CCNC(=O)c3c(C)noc3C)C2=O)cc(OC)c1OC	-3	2	0	9	2	26	2	17	10	·	-2
15	O=C1CC(c2ccccc2)=NO1	4	10	-28	6	-10	-12	21	-33	1	·	12

Additional records follow:
cpd	mol	TWEAK Fn14 block	Shn3 3UTR inh	CF NFkB block	Peg3 promoter	TROY NFkB inh	HIF-2a inh	KKLEB tox	NR2E3 ag-1	MITF TRPM1 inh	NR2E3 ag-2	TRAIL sens C8
16	CCN(CC)S(=O)(=O)c1ccc(C)c(NC(=O)COc2ccc(Cl)cc2Br)c1	-31	25	5	47	12	12	-1	0	16	-1	7
17	CCCCn1c(=O)c(CCC(=O)OC(C)C(=O)Nc2cccc(Cl)c2Cl)nc2ccccc21 (stereo not drawn)	-12	2	1	12	26	0	-2	2	10	1	-7
18	Cn1cnc2cc(NC(=O)c3ccco3)ccc21	2	-62	-12	-98	-14	-175	16	-75	-68	1	25
19	COc1ccccc1CCNS(=O)(=O)c1cn(C)c(=O)n(C)c1=O	12	4	-14	1	-6	11	10	-21	-5	-2	-9
20	O=C(COC(=O)Cc1c[nH]c2ccccc12)Nc1cccc(Br)c1	-15	-11	-23	7	-3	8	12	1	·	·	-9
21	CCOC(=O)C(C)Sc1nnc(Cc2cc(=O)[nH]c(=O)[nH]2)n1-c1ccc(Cl)cc1 (stereo not drawn)	-11	12	1	-9	-1	10	5	-9	-3	6	-4
22	Cc1ccc(Cl)cc1NC(=O)CN1C(=O)NC2(CCCCCC2)C1=O	0	-4	-16	6	22	-1	3	-13	2	5	-3
23	COc1ccc(CNC(=O)CN2C(=O)NC(C)(c3ccc(C(C)(C)C)cc3)C2=O)cc1 (stereo not drawn)	14	13	9	10	3	15	7	-16	15	-2	-7
24	CCNC(=S)Nc1ccc(Cl)cc1	8	6	17	1	-7	5	-2	-31	-2	0	-5
25	O=C(NCc1ccccc1)c1ccc2nnsc2c1	-7	-13	-4	-4	6	-16	-2	·	5	-1	14
26	COc1ccc(-n2cc(C#N)c(=O)n(Cc3ccc(F)cc3)c2=O)cc1	6	-12	13	28	4	11	-31	-10	15	1	-14
27	COc1cccc(C2CC(c3ccc(C)cc3)Nc3nc(N)nn32)c1 (stereo not drawn)	-24	0	24	5	-5	-8	-3	-2	-8	0	0
28	Cc1ccc(C(=O)N/N=C(\CC(C)C)c2ccccc2)cc1	-6	-20	-11	-14	-62	-19	9	-19	-17	-3	16
29	CCOC(=O)/C(=C\c1ccc(Cl)cc1)c1nc2sc(C)c(C)c2c(=O)[nH]1	104*	23	80*	108*	53*	94*	-57*	13	78*	1	13
30	CCN(CC)S(=O)(=O)c1cc(C(=O)Nc2cc(C)on2)ccc1Cl	22	-14	17	17	4	10	-12	17	-3	1	4

Just Shn3 3UTR inh, TWEAK Fn14 block and HIF-2a inh, for two of the compounds above:
entry | Compound | Shn3 3UTR inh | TWEAK Fn14 block | HIF-2a inh
1 | CC(C)C(=O)Nc1ccc(NC(=O)c2cccc3c(Br)cccc23)cc1 | -2 | 7 | 7
2 | Cc1sc2nc(COC(=O)CNC(=O)c3ccc(C(C)(C)C)cc3)[nH]c(=O)c2c1C | -10 | -38 | -39

Other structures follow.
cpd	mol	TWEAK Fn14 block	Shn3 3UTR inh	CF NFkB block	Peg3 promoter	TROY NFkB inh	HIF-2a inh	KKLEB tox	NR2E3 ag-1	MITF TRPM1 inh	NR2E3 ag-2	TRAIL sens C8
31	O=C(c1ccc(S(=O)(=O)c2ccc(F)cc2)c([N+](=O)[O-])c1)N1CCCCCC1	77*	92*	54*	18	43	53*	-21	-12	48	3	32
32	CCOC(=O)C1CCCN(CC(=O)Nc2c(C(=O)OC)[nH]c3ccc(Br)cc23)C1 (stereo not drawn)	2	36	15	26	·	11	-4	-8	8	1	-11
33	CCc1ccccc1NC(=O)CN(C)C(=O)CSc1nn(-c2ccc(F)cc2)c(=S)s1	11	-21	13	22	-1	12	-29	3	-14	3	-6
34	CCCN(CCC)S(=O)(=O)c1cc(Br)cc2c1N(C(=O)CC)CC2	36	16	-14	31	28	6	-16	-19	11	3	-5
35	CCC(CC)NC(=O)c1ccc(Cl)cc1	3	-22	6	-10	-14	9	-7	-7	8	-5	-7
36	CCOc1ccccc1N(CC(=O)NC1CCCC1)C(=O)CNC(=O)c1cccs1	7	-12	-13	1	-7	12	8	-3	·	-1	-2
37	Cc1ccccc1NC(=O)c1cccc(N2C(=O)C3CCCCC3C2=O)c1 (stereo not drawn)	30	5	-1	-2	3	1	4	-27	-5	0	-2
38	O=C(Nc1ccsc1C(=O)O)c1ccccc1Cl	-5	-4	-3	-8	-2	8	1	3	-7	0	-17
39	Fc1ccc(-c2nc3c4ccccc4ccn3c2Cc2ccsc2)cc1	18	-23	-9	-96	-16	-148	3	-59	·	·	-4
40	COc1ccc(S(=O)(=O)N2CCc3ccccc32)cc1C(=O)NC1(C)CCS(=O)(=O)C1 (stereo not drawn)	-2	15	-2	16	0	12	-13	-5	10	-1	-13
41	NNC(=O)COc1ccc2oc3c(c2c1)CCCC3	-14	-6	-7	4	-30	6	-2	-4	12	0	2
42	CCCCc1nc2cc(C(=O)N3CCCC(OCCC)C3)ccc2o1 (stereo not drawn)	-21	-68	15	-282	-40	-218	-2	-65	-76	-2	-6
43	CCN(CC)S(=O)(=O)c1ccc(NS(=O)(=O)CC23CCC(CC2=O)C3(C)C)cc1 (stereo not drawn)	15	6	4	-1	-6	27	-9	2	7	-2	-13
44	C(=N\c1c(-c2ccccc2)nc2n1CCS2)/c1ccccc1	12	9	-2	14	-5	-13	2	-15	-1	-2	-4
45	CC(C)c1ccc(OCC(=O)NNC(=S)NC(=O)c2cccs2)c(Br)c1	-52	9	-24	-4	7	0	10	-41	4	-2	6

(list continues)
cpd	mol	TWEAK Fn14 block	Shn3 3UTR inh	CF NFkB block	Peg3 promoter	TROY NFkB inh	HIF-2a inh	KKLEB tox	NR2E3 ag-1	MITF TRPM1 inh	NR2E3 ag-2	TRAIL sens C8
46	O=S(=O)(NCC(c1cccnc1)N1CCN(Cc2ccccc2)CC1)c1ccccc1 (stereo not drawn)	-9	-79	21	-1	0	-3	-2	30	·	1	5
47	COCCNc1ccc([N+](=O)[O-])cc1C(=O)NC1CCCc2ccccc21 (stereo not drawn)	-10	11	-7	17	4	26	3	-39	5	2	5
48	O=C(O)c1ccc([N+](=O)[O-])c(CS(=O)(=O)c2ccc(Cl)cc2)c1	-9	-1	2	19	4	9	9	9	19	4	-2
49	COc1ccc(-c2csc(NC(=O)CC(C)C)n2)cc1	17	-37	10	-229	-22	-195	9	-58	-61	-1	-3
50	CCC(C(=O)NC1CCCCC1)n1c(SCc2cccc(C)c2)nc2ccncc21 (stereo not drawn)	2	-12	4	-61	-16	-91	-25	2	·	2	45
51	NS(=O)(=O)c1ccc(NC(=O)C2C3C=CC(C3)C2C(=O)O)cc1 (stereo not drawn)	10	6	-19	6	-2	7	-1	-13	7	-1	-1
52	O=C(COC(=O)CC12CC3CC(CC(Br)(C3)C1)C2)NC(=O)NCc1ccco1	4	-8	17	3	18	12	-6	-16	5	3	21
53	CC1(C)Cc2c(sc(NC(=O)c3ccccc3Cl)c2C(=O)O)CO1	12	-3	-18	4	-11	-10	12	-29	-26	0	-1
54	Cn1c(=O)cc(SCC(=O)NCC2CCCO2)c2ccc(Cl)cc21 (stereo not drawn)	-1	-6	-5	-3	2	-16	-19	-7	-1	-9	-1
55	CCC(C)NC(=O)Cn1c(=O)sc2ccccc21 (stereo not drawn)	4	-33	-8	8	-4	7	-11	-13	-8	-2	13

Bioassay records as filed in PubChem BioAssay.

Not all compounds are listed (hit frequency here may not be typical).
